Source: PubChem (National Center for Advancing Translational Sciences (NCATS))
CBFb RUNX1 block – qHTS Assay for Compounds Blocking the Interaction Between CBF-beta and RUNX1 for the Treatment of Acute Myeloid Leukemia; Runt-related transcription factor 1 (Homo sapiens) + Core-binding factor subunit beta …; AlphaScreen CBFb-His/RUNX1-biotin binding, biochemical; Potency, µM (highest dose often 59.8 µM), for inactives: at the highest dose activity, negative = inhibition, actives largely listed as inhibitors; 230,000 tested, under 10 active; AID 1477, 2009; note: % of control where 0% means no effect
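Read-out: AlphaScreen. Format: His-CBF-beta with biotinylated RUNX1 (30 nM each) preincubated 20 min, compound 15 min, Ni-chelate plus streptavidin beads 90 min; room temperature throughout.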
IMPase Li cell – qHTS Assay for Identifying the Cell-Membrane Permeable IMPase Inhibitors: Potentiation with Lithium; AID 1457, 2008; CHO-M1 cells, IP1 TR-FRET (IP-One), carbachol + lithium; 210,000 tested, 0.35% active; Potency, µM (highest dose often 59.4 µM), inactives show at the top dose activity, negative = IMPase inhibition, actives largely listed as inhibitors;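 note: IP1 builds up when IMPase is blocked and the TR-FRET signal falls; potency is the fitted concentration of half-maximal effect; plate controls were basal vehicle for no effect and high inhibitor control for full effect; nearly all actives have a fitted effect of over 50% in size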
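Test compounds were applied to CHO-M1 cells previously cultured for 16–30 h at 2000 per well. A small lithium amount accompanied them; after 30 min at 37C, IP1 was quantified by TR-FRET.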
KinaseGlo FLuc – Counterscreen for Luciferase (Kinase-Glo TM) Inhibition; AID 1379, 2008; Kinase-Glo luciferase, ATP luminescence, 8 min; Luciferin 4-monooxygenase (Photuris pensylvanica), Q27757; 200,000 tested, 0.28% active; Potency, µM (doses to about 38.3 µM), without a hit: top-dose activity change, negative = inhibition, actives largely listed as inhibitors; note: potency is the fitted concentration of half-maximal effect; % is set by controls: 0 for no effect and ±100 for the full control effect; nearly all actives have a fitted effect of over 60% in size
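Recombinant Kinase-Glo luciferase, 10 uM ATP (linear range), luciferin; imidazole pH 7.2 / KCl / MgCl2 / Tween / BSA buffer; 8 min RT; luminescence.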
HttQ103 aggreg – qHTS Multiplex Assay to Identify Dual Action Probes in a Cell Model of Huntington: Aggregate Formation (GFP) | PC12 HttQ103-GFP aggregates, Acumen cytometry, 40 h | Potency, µM (series often up to 46.1 µM), for inactives: at the top dose activity change, negative = inhibition, usual class: inhibitors | 220,000 tested, 1.1% active; note: potency is the fitted concentration of half-maximal effect; % is set by controls: 0 for no effect and ±100 for the full control effect; nearly all actives have a fitted effect of over 60% in size
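Ecdysone-promoter PC12 model expressing HTT exon 1 Q103 fused to GFP, induced by tebufenozide at 100 nM final. Compounds titrated; aggregates sized 1–25 µm scored on a 488 nm laser cytometer.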
NPSR antag – qHTS Assay for Antagonists of the Neuropeptide S Receptor: cAMP Signal Transduction. Potency, µM (top dose mostly 38.3 µM), for the others: at the top dose activity change, negative = inhibition, actives largely listed as inhibitors. Q6W5P4. 220,000 tested, 1% active. CHO-NPSR cells, cAMP TR-FRET, antagonist mode; note: potency is the fitted concentration of half-maximal effect; % is set by controls: 0 for no effect and ±100 for the full control effect; nearly all actives have a fitted effect of over 50% in size; many of its hits are not listed in these tables
Epigenetic reg – Quantitative High-Throughput Screen for Regulators of Epigenetic Control. murine LDR cells, GFP reporter derepression, 30 h. Potency, µM (series often up to 53.9 µM), for inactives: at the highest dose GFP activation, hits mostly activators. 280,000 tested, 0.2% active; note: potency is the fitted concentration of half-maximal effect; % of control where 0% means no effect; nearly all actives have a fitted effect of over 60% in size
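Murine LDR cells carrying a silenced, genomically integrated CMV-driven GFP reporter were exposed to compound for 30 hours at 37 C. After PBS washes, GFP-positive cells (20–120 um objects) were counted by laser-scanning microplate cytometry.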
L3MBTL1 inh – qHTS Assay for the Inhibitors of L3MBTL1. Lethal(3)malignant brain tumor-like protein 1 (Homo sapiens), Q9Y468. AlphaScreen L3MBTL1–H3K9me1 peptide binding. Potency, µM (top dose mostly 57.1 µM), inactives show top-dose activity, negative = inhibition, most hits filed as inhibitors. 230,000 tested, 0.66% active; note: potency is the fitted concentration of half-maximal effect; % is set by controls: 0 for no effect and ±100 for the full control effect; nearly all actives have a fitted effect of over 60% in size
Target sequence (Q9Y468 whole entry, looked up): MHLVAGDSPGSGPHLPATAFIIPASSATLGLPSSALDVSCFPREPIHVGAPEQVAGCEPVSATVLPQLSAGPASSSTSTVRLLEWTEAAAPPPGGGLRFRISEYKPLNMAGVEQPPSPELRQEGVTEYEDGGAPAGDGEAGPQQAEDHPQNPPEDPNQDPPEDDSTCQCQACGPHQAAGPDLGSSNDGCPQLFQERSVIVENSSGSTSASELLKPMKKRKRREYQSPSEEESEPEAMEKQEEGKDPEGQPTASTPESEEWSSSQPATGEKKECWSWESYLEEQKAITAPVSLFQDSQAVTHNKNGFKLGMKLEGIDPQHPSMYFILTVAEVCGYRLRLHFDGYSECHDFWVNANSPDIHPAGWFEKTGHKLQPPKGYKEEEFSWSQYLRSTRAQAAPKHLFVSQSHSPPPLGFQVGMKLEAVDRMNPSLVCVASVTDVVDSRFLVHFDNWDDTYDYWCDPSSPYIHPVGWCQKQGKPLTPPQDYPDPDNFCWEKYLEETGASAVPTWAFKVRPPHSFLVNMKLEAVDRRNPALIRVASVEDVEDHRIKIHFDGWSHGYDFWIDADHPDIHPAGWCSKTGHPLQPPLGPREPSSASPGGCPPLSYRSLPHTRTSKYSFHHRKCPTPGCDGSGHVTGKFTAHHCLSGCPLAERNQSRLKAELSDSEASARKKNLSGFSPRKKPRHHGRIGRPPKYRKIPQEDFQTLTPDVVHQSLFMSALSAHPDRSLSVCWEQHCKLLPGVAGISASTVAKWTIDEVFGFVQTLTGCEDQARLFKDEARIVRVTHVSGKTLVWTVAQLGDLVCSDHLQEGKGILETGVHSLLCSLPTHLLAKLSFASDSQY
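L3MBTL1 (50 nM) pre-complexed 30 min with biotinylated H3(1-15)K9me1 peptide (75 nM), then compounds added for 30 min at room temperature; AlphaScreen streptavidin donor/nickel chelate acceptor beads (10 ug/mL final) read after 30 min dark incubation.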
* hit, by the source's call; ? = inconclusive; nt = not tested or not shown; [ ] = remark or other dose. Calls come from the whole dose curve; as a rule, active = well fitted curve in the direction sought with a large enough effect; inconclusive = small, poorly fitted or top-dose-only effect, or another doubt; inactive = no such curve, though single readings can be large; an effect the other way counts as inactive or inconclusive. This is a subset; the hit share may differ from the screen's.

1	Cc1cccc(C(C)C)c1NC(=O)c1cccnc1
2	O=S(=O)(NCCc1csc(-c2ccc(C(F)(F)F)cc2)n1)c1ccc2c(c1)OCCO2
3	CC(=O)c1cccc2c(O)c(C3=Nc4ccccc4C3=O)[nH]c12
4	COc1cc(CO)c(Br)cc1OCC(=O)Nc1ccccc1C
5	COC(=O)c1ccc2c(c1)NC(=O)C(N1CCCCC1)S2 (configuration not stated)
6	COc1cc(OC)cc(C(=O)NC2CCN(CC(=O)Nc3cccc4ccccc34)CC2)c1
7	O=C(Nc1ccc(N2CCOCC2)cc1)c1nc2ccccc2s1
8	N#C/C(=C\c1ccccc1OCc1ccc(C(=O)O)cc1)c1ccccc1

Assay by compound | 1 | 2 | 3 | 4 | 5 | 6 | 7 | 8
CBFb RUNX1 block | 7% | 16% | 9% | 18% | 2% | 6% | 5% | 11%
IMPase Li cell | 29%[38.3 µM] | 35%[38.3 µM] | 67%[activator] | -2% | -28%[38.3 µM] | -2% | nt | -18%
KinaseGlo FLuc | -3% | 2% | ? | -1% | -4% | -2% | nt | -1%
HttQ103 aggreg | -4% | ? | 5% | -2% | 9% | 15% | 8%[9.22 µM] | 1%
NPSR antag | -7%[46.1 µM] | -27%[46.1 µM] | ? | 2% | 1%[46.1 µM] | -15%[46.1 µM] | 3% | -10%
Epigenetic reg | 0.9% | 0.0% | -1.4% | 1.6% | -0.9% | ? | 7.8% | 4.9%
L3MBTL1 inh | nt | 4% | -4% | nt | -1% | -4% | nt | nt

Reformatted with two lines to a compound: 4 of the compounds above.
Below each SMILES: CBFb RUNX1 block	IMPase Li cell	KinaseGlo FLuc	HttQ103 aggreg	NPSR antag	Epigenetic reg	L3MBTL1 inh
5	COC(=O)c1ccc2c(c1)NC(=O)C(N1CCCCC1)S2 (configuration not stated)
→ 2%	-28%[38.3 µM]	-4%	9%	1%[46.1 µM]	-0.9%	-1%
6	COc1cc(OC)cc(C(=O)NC2CCN(CC(=O)Nc3cccc4ccccc34)CC2)c1
→ 6%	-2%	-2%	15%	-15%[46.1 µM]	?	-4%
7	O=C(Nc1ccc(N2CCOCC2)cc1)c1nc2ccccc2s1
→ 5%	nt	nt	8%[9.22 µM]	3%	7.8%	nt
8	N#C/C(=C\c1ccccc1OCc1ccc(C(=O)O)cc1)c1ccccc1
→ 11%	-18%	-1%	1%	-10%	4.9%	nt

Further entries
9	COc1ccc(C(=O)c2c[nH]c3ccccc23)cc1
10	CCOc1ccc(/C=N/Nc2ccc(C(F)(F)F)cc2[N+](=O)[O-])cc1O
11	CCn1c(SCC(=O)O)nnc1-c1ccccc1OC
12	O=C(NS(=O)(=O)c1ccccc1)c1ccccc1
13	OC(CNCCNc1ncccc1C(F)(F)F)COc1ccc(F)cc1 (configuration not stated)
14	CCOc1ccc(NC(=O)N2CCC(n3nnc4ccccc43)CC2)cc1
15	CC(C)(C)c1ccc(C(=O)Nc2nnc(Cc3c[nH]c4ccccc34)s2)cc1
16	COc1cc(C(=O)N/N=C/c2ccc(OC)c(CN3CCN(c4ccc(F)cc4)CC3)c2)ccc1O

Assay by compound | 9 | 10 | 11 | 12 | 13 | 14 | 15 | 16
CBFb RUNX1 block | 5% | -7% | 7% | -4% | 6% | -3% | -2% | 0%
IMPase Li cell | -10%[38.3 µM] | -17% | 27% | -13%[38.3 µM] | nt | 9% | 5% | 13%
KinaseGlo FLuc | -3% | -9% | -6% | 18% | nt | 2% | 2% | -3%
HttQ103 aggreg | -22% | 7% | -11%[9.22 µM] | 7% | 12%[9.22 µM] | 23%[9.22 µM] | 8% | -6%
NPSR antag | ? | -25% | 28% | -8%[46.1 µM] | 6% | -10% | -22% | -56%
Epigenetic reg | -0.7% | 1.9% | -1.1% | 2.1% | -1.1% | -0.3% | 0.0% | -4.4%
L3MBTL1 inh | nt | ? | 2% | nt | 7% | -5% | 25% | nt

17	COC(=O)c1ccc(OCC(O)CN2C(=O)NC(C)(C)C2=O)cc1 (configuration not stated)
18	CCOC(=O)Cn1cnc(-c2ccc([N+](=O)[O-])cc2)c1
19	Cc1ccc(S(=O)(=O)N2CCC(C(=O)NNC(=O)c3ccc(F)cc3)CC2)cc1
20	COC(=O)N1N=C(c2ccccc2)CC1(O)C(F)(F)F (configuration not stated)
21	CSc1ncc(C(C)=O)c(C)n1
22	O=C(NCCCN1CCCC1)c1ccc2c(c1)N(Cc1ccccc1)CCS2
23	CC(=O)c1cc(F)c(N2CCCC2)cc1C
24	Cc1cc(C(=O)Nc2c(F)cc(F)cc2Br)no1

Assay by compound | 17 | 18 | 19 | 20 | 21 | 22 | 23 | 24
CBFb RUNX1 block | -2% | 7% | -4% | 5% | 2% | ? | 0% | 3%
IMPase Li cell | 34%[38.3 µM] | -1% | -6% | -5%[38.3 µM] | -2% | nt | -12%[38.3 µM] | 2%
KinaseGlo FLuc | -3% | -4% | -2% | -18% | -1% | nt | -1% | -3%
HttQ103 aggreg | -16% | 4% | 3% | -9% | 6%[9.22 µM] | -19%[9.22 µM] | -19% | -5%
NPSR antag | -5%[46.1 µM] | -2% | 3% | 11%[46.1 µM] | 17% | -16% | 6%[46.1 µM] | 2%[46.1 µM]
Epigenetic reg | -1.0% | -0.9% | 1.3% | 0.0% | -0.5% | 2.0% | 0.0% | 0.9%
L3MBTL1 inh | nt | 2% | nt | ? | 3% | -10% | -5% | 7%

25	CC(C)[C@H](N)c1nnc(SC/C=C/c2ccccc2)o1
26	CCC(=O)Nc1nc(N)n(-c2ccccc2)n1
27	Cc1ccc(S(=O)(=O)Cc2c(C)noc2C)cc1
28	CCCc1ccc(-c2cc(C(=O)Nc3ccc([N+](=O)[O-])cn3)c3ccccc3n2)cc1
29	Cc1cccc(-n2c(SCC(=O)Nc3nonc3C)nnc2-c2ccoc2C)c1
30	Cc1nn(CCc2nc(-c3ccco3)cs2)c2[nH]c(=O)cc(C(F)(F)F)c12
31	Cc1ccc(NC(=O)Cc2ccc(-n3cccc3)cc2)c(C)c1
32	C/C(CC(=O)Nc1ccc([N+](=O)[O-])cc1)=N/NC(=O)C1CC12CCC2 (configuration not stated)

Assay by compound | 25 | 26 | 27 | 28 | 29 | 30 | 31 | 32
CBFb RUNX1 block | -1% | -6% | -2% | -4% | -1% | -29% | 9% | 0%
IMPase Li cell | 2%[38.3 µM] | 1%[38.3 µM] | 7%[38.3 µM] | nt | 5%[38.3 µM] | ? | 0% | -3%
KinaseGlo FLuc | -3% | 1% | -1% | nt | 1% | -3% | 1% | 0%
HttQ103 aggreg | -1% | -17% | 2% | 0% | 13% | 4% | ? | -3%
NPSR antag | -1%[46.1 µM] | -2%[46.1 µM] | -11%[46.1 µM] | -9%[46.1 µM] | -12%[46.1 µM] | -28%[46.1 µM] | 13% | -13%
Epigenetic reg | 0.0% | -0.7% | 1.5% | -3.0% | -1.1% | 9.7% | -0.9% | -1.0%
L3MBTL1 inh | 3% | nt | 1% | 0% | -3% | 35µM* | ? | nt

33	CN(C(=O)c1ccc2nccnc2c1)C1CCCCC1
34	COc1ccc(CCC(=O)Nc2ccc3c(c2)OCCO3)cc1
35	CCOC(=O)C(Cc1c(F)cccc1F)(NC(C)=O)C(=O)OCC
36	Cc1ccc(C(=O)NCC(=O)OC(C)C(=O)Nc2ccc(N(C)C)cc2)s1 (configuration not stated)
37	CCOC(=O)C1(CCc2ccccc2)CCN(C(=O)CCc2cnn(C)c2)CC1
38	O=C(O)CCc1ncc(C(F)(F)F)cc1Cl
39	COc1ccc(NC(=O)COc2ccc(/C=N/NC(=O)c3cccnc3)cc2OC)cc1
40	Cc1cc(Br)ccc1SCC(=O)OC/C(O)=C(\C#N)c1nc2ccccc2[nH]1

Assay by compound | 33 | 34 | 35 | 36 | 37 | 38 | 39 | 40
CBFb RUNX1 block | 4% | 0% | 1% | 3% | 0% | 2% | -20% | 0%
IMPase Li cell | nt | nt | 1%[38.3 µM] | 2% | 1% | 20%[38.3 µM] | ? | nt
KinaseGlo FLuc | nt | nt | 3% | -1% | nt | -2% | -3% | nt
HttQ103 aggreg | -5%[9.22 µM] | 14% | 23% | -3% | -12%[9.22 µM] | 0% | 4% | 2%[9.22 µM]
NPSR antag | -3%[7.67 µM] | -1%[46.1 µM] | 2%[46.1 µM] | 3% | -4% | -6%[46.1 µM] | 1% | -9%
Epigenetic reg | 1.0% | -1.0% | -11% | 0.0% | -1.2% | -3.1% | -1.3% | 15%
L3MBTL1 inh | 15% | 6% | -2% | nt | 3% | nt | -5% | nt

41	COc1ccc(OC)c(NC(=O)CNC(=O)Cn2c(C)cc3ccccc3c2=O)c1
42	COC(=O)c1ccc(N=NNc2ccccc2)cc1
43	COc1cccc(/C=C2\SC(=O)NC2=O)c1OCc1ccc(C(=O)O)cc1
44	Cc1ccc2nc(NC(=O)c3ccc4ncsc4c3)sc2c1
45	COc1ccc(-n2c3c(cc(C(=O)N4CCN(CCO)CC4)c2=O)C(=O)CC(C)(C)C3)cc1
46	Cc1cccc(Cc2cnc(NC(=O)C3=NCCN3)s2)c1
47	CC1CCCC(n2cnc3cc(C(=O)O)ccc32)C1C (configuration not stated)
48	CCN1CCN(c2cc(C)c3cc(NC(=S)NCCCN4CCc5ccccc5C4)ccc3n2)CC1
49	O=C(CS(=O)c1ccc(C(F)(F)F)cc1[N+](=O)[O-])Oc1ccccc1 (configuration not stated)

Assay by compound | 41 | 42 | 43 | 44 | 45 | 46 | 47 | 48 | 49
CBFb RUNX1 block | -2% | 4% | -4% | ? | 1% | -8% | -3% | 3% | -1%
IMPase Li cell | 15%[38.3 µM] | 7% | 9% | -2%[38.3 µM] | 16%[38.3 µM] | -2% | 0% | 10% | 36%[activator][38.3 µM]
KinaseGlo FLuc | 2% | -3% | 2% | 2% | -3% | -1% | -1% | -1% | 7%
HttQ103 aggreg | 23%[9.22 µM] | 10% | 35%[9.22 µM] | 1% | 14% | -24% | 17% | ? | -5%[9.22 µM]
NPSR antag | -13%[46.1 µM] | 2% | -9% | -3%[46.1 µM] | 2%[46.1 µM] | 15% | -16% | -13% | -10%[46.1 µM]
Epigenetic reg | 0.0% | 0.0% | -1.9%[10.1 µM] | -0.8% | -1.0% | -3.6% | 1.2% | 8.8% | ?
L3MBTL1 inh | nt | -6% | 2% | 0% | nt | nt | nt | nt | nt
